tim23-1 inh: growth inhibitors of tim23-1 mutant yeast, primary screen, luminescence, uHTS | S. cerevisiae tim23-1 growth, BacTiter-Glo luminescence, 24 h | inhibition, % at 20 µM | 330,000 compounds, 1.3% hits | AID 463212, 2010;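 active = growth inhibition of the mutant yeast at or above 50%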;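 also: temperature-sensitive mutant grown at 25 °C; plate controls were DMSO-treated mutant yeast for no effect and medium wells lacking yeast for full effect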
697 NFkB inh: inhibitors of PMA/ionomycin-induced NF-kB reporter, 697 cells, primary screen, B-cell NF-kB inhibitor project, cell-based, luminescence, uHTS; AID 435022, 2010; 697 B-cell NF-kB luciferase reporter, 16 h; 330,000 compounds, 0.33% hits; inhibition, % at 4 µM; in the data active = inhibition above about 35%
CHOP UPR activ: activators of apoptotic CHOP UPR arm, primary screen, cell-based, CHO-CHOP luciferase reporter, luminescence, uHTS | UPR activation; percent of tunicamycin response over DMSO baseline | activation, % at 10 µM | 330,000 compounds, 0.34% hits;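 active = at 10 µM dose, activation of 40% or more, normalized to positive control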;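 also: 100% = tunicamycin at 10 µg/mL and 0% = DMSO alone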
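Test system: CHO CHOP reporter cells. Input: 500 CHO-CHOP cells per well. Medium: F12 with 10% FBS. Technique: luciferase luminescence. Measure: percent activation relative to tunicamycin control. Dosing: 10 µM compound, 0.5% DMSO. Timing: 16-18 h cell attachment, then 6 h compound exposure, 37 °C.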
tim10-1 inh: growth inhibitors of tim10-1 mutant yeast, primary screen, luminescence, uHTS | S. cerevisiae tim10-1 ts strain growth, BacTiter-Glo, 24 h | inhibition, % at 20 µM | 330,000 compounds, 2.2% hits;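 active = inhibition of at least 40%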;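 also: mutant grown at 25 °C; 0% = DMSO wells with yeast and 100% = wells holding no yeast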
Jurkat NFkB inh: inhibitors of induced NF-kB luciferase reporter, primary screen, TCR NF-kB activation inhibitor project, cell-based, luminescence, uHTS; 330,000 compounds, 0.53% hits; Jurkat, PMA/ionomycin-induced NF-kB luciferase reporter; inhibition, % at 4 µM; in the data active = inhibition above about 50%
XBP1 UPR activ: activators of adaptive XBP1 UPR arm, primary screen, cell-based, CHO-XBP1 luciferase reporter, luminescence, uHTS; 330,000 compounds, 0.33% hits; activation, % at 20 µM; IRE1-XBP1 UPR activation; percent of tunicamycin response, DMSO as zero;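 active = versus positive control, 20 µM dose yields 30% or more activation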;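 also: 100% = tunicamycin at 10 µg/mL and 0% = DMSO only wells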
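Test system: CHO-XBP1 luciferase reporter cells | Buffer or medium: Serum-containing F12 medium, 10% FBS | Schedule: 6 h compound exposure at 37 °C, 5% CO2 | Detection: Steady-Glo luciferase glow luminescence, 10 min after reagent addition | Read-out basis: Activation, % of tunicamycin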
TIM10 inh: growth inhibitors of isogenic TIM10 control yeast, primary screen, counter-screen for tim10-1 yeast inhibitor project, luminescence, uHTS | S. cerevisiae TIM10 strain growth, BacTiter-Glo luminescence, 24 h | inhibition, % at 10 µM | 330,000 compounds, 1.4% hits;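 active = inhibition of 40% or more at the single tested concentration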;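 also: wild-type TIM10 isogenic control strain grown at permissive 25 °C; 0% = DMSO yeast wells and 100% = minimal medium wells without yeast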
Mdm2-MdmX inh: inhibitors of human Mdm2-MdmX association, primary screen, cell-based, luminescence, split luciferase, SaOS-2, uHTS; Protein Mdm4 (Homo sapiens) + E3 ubiquitin-protein ligase Mdm2 (Homo sapiens), …; SaOS-2 split-luciferase Mdm2/MdmX complementation; inhibition, % at 8 µM; 330,000 compounds, 3% hits;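 active = inhibition of at least 50% at 8 µM in the primary screen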
Target sequence (O15151 whole entry, looked up): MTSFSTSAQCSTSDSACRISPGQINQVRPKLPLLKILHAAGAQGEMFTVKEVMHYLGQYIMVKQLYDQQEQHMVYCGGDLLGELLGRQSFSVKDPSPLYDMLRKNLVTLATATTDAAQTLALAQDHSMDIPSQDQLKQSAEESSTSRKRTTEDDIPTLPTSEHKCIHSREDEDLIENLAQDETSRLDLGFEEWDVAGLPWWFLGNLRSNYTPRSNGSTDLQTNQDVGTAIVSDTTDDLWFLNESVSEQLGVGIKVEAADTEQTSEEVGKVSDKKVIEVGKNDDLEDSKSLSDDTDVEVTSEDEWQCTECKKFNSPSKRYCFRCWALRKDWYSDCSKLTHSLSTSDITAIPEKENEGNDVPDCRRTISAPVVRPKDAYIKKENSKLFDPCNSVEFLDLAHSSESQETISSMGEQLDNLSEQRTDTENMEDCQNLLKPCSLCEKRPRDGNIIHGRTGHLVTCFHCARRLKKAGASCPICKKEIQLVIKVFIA
Target sequence (Q00987 whole entry, looked up): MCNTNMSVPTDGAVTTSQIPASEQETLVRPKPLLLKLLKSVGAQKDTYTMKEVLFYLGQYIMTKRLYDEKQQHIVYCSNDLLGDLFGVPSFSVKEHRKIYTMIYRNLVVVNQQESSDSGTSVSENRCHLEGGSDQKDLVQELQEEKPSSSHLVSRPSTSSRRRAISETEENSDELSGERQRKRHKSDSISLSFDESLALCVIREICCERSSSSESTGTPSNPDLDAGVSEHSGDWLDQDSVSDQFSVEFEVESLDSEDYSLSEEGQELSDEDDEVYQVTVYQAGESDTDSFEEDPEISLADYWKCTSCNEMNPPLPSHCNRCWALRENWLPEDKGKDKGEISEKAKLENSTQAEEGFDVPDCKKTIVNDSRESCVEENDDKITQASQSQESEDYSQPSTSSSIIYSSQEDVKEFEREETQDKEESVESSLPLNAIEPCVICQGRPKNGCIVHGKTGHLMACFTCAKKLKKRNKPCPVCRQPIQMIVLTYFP
An asterisk follows results filed as active. Compounds were not picked by outcome, and some 6.6% of all compounds hit somewhere here.

SMILES	tim23-1 inh	697 NFkB inh	CHOP UPR activ	tim10-1 inh	Jurkat NFkB inh	XBP1 UPR activ	TIM10 inh	Mdm2-MdmX inh
CC(NCC(=O)Nc1cc(S(=O)(=O)N2CCOCC2)ccc1N1CCOCC1)c1ccco1 (centres undefined)	-6	0	-1.3	2	4	-1	7	8
CC(=O)C(Cc1ccccc1)NC(=O)COC(=O)CCN1C(=O)C2CC=CCC2C1=O (centres undefined)	7	0	-0.9	10	13	-4	4	15
Cc1ccc(S(=O)(=O)/C(=C/Cl)NC(=O)c2ccccc2)cc1	27	-7	1.2	10	20	-3	6	31
Cc1ccccc1C(=O)Nc1nnc(CC(=O)N/N=C/c2ccco2)s1	14	15	-2.1	0	1	-5	-6	-10
CCOC(=O)Cn1nc(C)n(-c2ccc(C(C)C)cc2)c1=O	10	-45	-1.6	7	-15	-2	-8	-9
CC1CCN(Cc2nc(-c3ccccc3)no2)CC1	6	-100	4.5	16	-92	2	-1	-7
O=C(CCSc1nnc(-c2ccco2)o1)N1CCOCC1	13	6	0.1	2	14	1	-2	14
Cc1ccc(C)c(Cn2nnc3c(=O)[nH]c(C4CCN(C(=O)c5ccco5)CC4)nc32)c1	14	-30	1.4	4	-6	3	8	-1
Cc1cc(Br)ccc1OCC(=O)NNC(=O)c1cnccn1	5	1	0.3	23	3	-1	26	26
CCOC(=O)C(C)Sc1ncnc2c1c(-c1ccccc1)cn2-c1ccc(OC)cc1 (centres undefined)	9	2	-2.0	5	6	-2	5	12
COc1ccccc1CNC(=O)CSc1nnc2ccc(-c3cccnc3)nn12	14	-44	0.5	17	-17	-3	13	-8
Cn1c(=O)n(C)c2cc([N+](=O)[O-])c(N3CCN(C(=O)c4ccccc4Br)CC3)cc21	29	-12	0.6	18	6	-2	7	38
Nc1nonc1C(=O)N/N=C/c1cc2c(cc1[N+](=O)[O-])OCO2	-12	3	1.2	-29	-17	5	-15	-1
Cc1cc2ccccn2c1C(=O)c1cccc([N+](=O)[O-])c1	28	20	-0.6	10	-5	2	-7	15
COc1ccc(CCN2C(=O)CSC2=S)cc1OC	9	-29	-1.6	34	-13	0	-5	85*
CC(C)(C)c1ccc(C2=CC(c3ccccc3)n3ncnc3N2)cc1 (centres undefined)	24	-4	1.6	14	-4	-1	17	10
OCC[C@H]1C[C@@H](O)[C@H](O)[C@]2(CCCc3ccccc3O2)O1	11	13	0.2	-8	11	4	-1	6
CCN(Cc1ccccc1)C(=O)c1cccc(S(=O)(=O)N2CCN(c3ccc(F)cc3)CC2)c1	12	-27	0.4	14	-8	-3	6	1
COc1ccc(S(=O)(=O)N2CCN(CC(=O)Nc3sccc3C(N)=O)CC2)cc1OC	10	10	-1.0	16	9	-1	5	3
Cc1ccc(C(=O)c2oc3nc(C)cc(C)c3c2N)cc1	18	17	1.8	11	-6	3	14	-18

Random excerpt: 2 compounds from above
SMILES	tim23-1 inh	697 NFkB inh	CHOP UPR activ	tim10-1 inh	Jurkat NFkB inh	XBP1 UPR activ	TIM10 inh	Mdm2-MdmX inh
CCOC(=O)C(C)Sc1ncnc2c1c(-c1ccccc1)cn2-c1ccc(OC)cc1 (centres undefined)	9	2	-2.0	5	6	-2	5	12
Nc1nonc1C(=O)N/N=C/c1cc2c(cc1[N+](=O)[O-])OCO2	-12	3	1.2	-29	-17	5	-15	-1

Continuation.
SMILES	tim23-1 inh	697 NFkB inh	CHOP UPR activ	tim10-1 inh	Jurkat NFkB inh	XBP1 UPR activ	TIM10 inh	Mdm2-MdmX inh
Cc1ccc(CCNC(=O)C2CCN(S(=O)(=O)c3ccc4c(c3)NC(=O)C(C)S4)CC2)cc1 (centres undefined)	4	-6	2.2	13	17	-9	9	17
COc1ccc(-c2csc(-n3ncc(-c4cccs4)c3N)n2)cc1	3	-18	2.5	-6	-17	6	-7	5
O=C(CN1CCN(Cc2ccc(F)cc2Cl)C1=O)NCCCN1CCOCC1	-1	-22	-2.2	0	0	-1	-2	2
COc1ccc(N2CC(C)Cn3c2nc2c3c(=O)n(Cc3ccc(C)cc3)c(=O)n2C)c(OC)c1 (centres undefined)	23	0	0.5	7	9	-1	27	15
CC1(C)CC2CC(C)(CN2C(=O)COC(=O)c2cc(Cl)cc(Cl)c2N)C1 (centres undefined)	29	-6	-0.4	20	-1	-1	15	2
Cc1ccc(C)c(C(=O)COC(=O)c2c(-c3ccccc3)noc2C)c1	2	-3	0.3	-2	-2	0	-1	8
COc1ccc(N2CCN(C(=O)COC(=O)c3ccco3)CC2)cc1	-10	-9	-0.5	0	-11	-3	-1	16
COc1ccc(/C=C2\SC(=S)N(CCC(=O)Nc3ccc(C(=O)O)cc3)C2=O)cc1	1	44*	3.5	-2	-19	0	5	-4
O=C(CCNC(=O)c1ccc(Br)cc1)NCCCc1ccccc1	12	6	2.5	7	-12	0	-5	23
COc1ccccc1NS(=O)(=O)c1ccc(C(=O)NCc2ccncc2)cc1	11	14	2.4	8	2	0	1	-23
O=C1CCC/C(=N\NC(=O)c2ccc(COc3ccccc3-c3ccccc3)cc2)C1	14	-13	-0.1	-1	1	-2	9	15
CCn1c(-c2ccc(C)cc2)nn(CC(=O)NCCc2ccccc2)c1=S	24	-20	1.9	24	1	1	-8	51*
COc1ccc(C(C)=O)cc1CSc1nnc(Nc2ccccc2)s1	-3	-32	0.5	4	23	-3	0	10
O=C(O)Cc1c[nH]c2ccc(O)cc12	-12	10	0.5	-12	3	-5	-3	13
Cc1nn(Cc2c(F)c(F)c(F)c(F)c2F)c(C)c1NC(=O)c1ccc(COc2ccccc2Cl)o1	30	10	0.5	46*	5	0	38	25
C/C(=N\Nc1ccc(Cl)cc1)c1ccncc1	54*	14	2.4	28	-16	0	22	-9
O=S(=O)(NCCc1csc(-c2cccnc2)n1)c1cccc(F)c1	23	11	0.7	11	3	-1	11	10
COc1ccc(OC)c([C@@H]2OCCC=C[C@H]2C)c1	10	2	0.0	3	12	5	7	2
COc1ccc2c(CCNC(=O)Nc3ccccc3)c[nH]c2c1	2	0	-1.5	2	3	3	4	11
COc1ccccc1Nc1nc(-c2sc(NC(=O)c3ccc([N+](=O)[O-])cc3)nc2C)cs1	13	-75	3.2	17	-17	32*	10	11
Cc1cc(C)c2c(NC(=S)Nc3ccccc3)n[nH]c2n1	25	-21	1.2	23	-8	3	0	3
CC(C)CC(=O)N/N=C/c1c(N)n(C)c(=O)n(C)c1=O	-9	10	-0.4	15	-7	0	-6	19
CN1CCN(CC(=O)Nc2ccc(Cl)cc2Cl)CC1	5	18	1.4	20	13	0	10	-4
COc1cc(NC(=O)CSc2ccc(-c3ccccn3)nn2)cc(OC)c1	33	-8	0.2	7	7	-4	0	65*
Cc1c(Br)c([N+](=O)[O-])nn1CC(=O)NCc1cccnc1	-6	12	0.1	-3	7	5	2	8
Cc1cc(C)nc(NC(=S)Nc2cccc(F)c2)c1	25	-38	1.2	40*	-35	-2	-7	-20
CCNc1nc(NC(C)C)nc(OCCOC(=O)Nc2ccccc2)n1	25	5	4.1	22	-14	2	21	4
CCOC(=O)C(=NCC1CCCO1)NNc1cc(Cl)ccc1Cl (centres undefined)	29	-6	0.1	20	-8	-3	5	-19
COc1cc(/C=C2/C(=O)NN(c3ccc(F)cc3)C2=O)cc([N+](=O)[O-])c1O	4	10	-1.5	-86	-2	-1	-55	25
Cc1cc(-c2csc(NC(=O)c3ccc(C#N)cc3)n2)c(C)n1Cc1ccco1	8	-6	0.9	20	7	-1	15	8
CCOC(=O)c1ccc(NC(=O)CSc2nc3c(c(=O)n2CC)SC(C)C3)cc1 (centres undefined)	11	6	-1.5	15	5	-6	-12	20
CCOC(=O)C1=C(C)NC(=O)NC1c1ccco1 (centres undefined)	3	8	2.0	9	8	-3	-4	1
O=C(NNC(=S)Nc1ccc(F)c(Cl)c1)c1ccccc1Br	22	-7	-0.5	22	-13	-1	27	-8
O=C(CN1CCC(NC(=O)Cc2ccccc2)CC1)Nc1cccc2ccccc12	7	3	0.5	-9	-4	1	-14	-13
O=C(Nc1ccccc1N1CCN(C(=O)c2ccccc2)CC1)c1ccccc1Cl	8	-3	-1.3	8	-4	-4	2	4
CC1(C)Cc2c(sc3c2C2=NCCN2C=N3)CS1	-9	23	0.5	-3	-7	-3	2	12
CC1(C)CC(NC(=O)COc2ccc([N+](=O)[O-])cc2)CC(C)(C)N1	28	12	-0.8	6	15	-2	7	9
Cc1ccc(C)c(CN2CCC(CNC(=O)Nc3ccc(C)c(F)c3)CC2)c1	15	2	-0.7	31	5	1	6	43
O=C(CNS(=O)(=O)c1ccc2ccccc2c1)Nc1ccc(F)c(F)c1F	7	10	0.6	3	20	-4	2	-27
Cc1nn(-c2ccccc2)c(Oc2ccccc2)c1C=O	41	1	1.6	34	-6	-2	17	36
Cc1ccc(SCC(=O)Nc2ccc(N3CCOCC3)cc2)cc1C	11	31	-0.3	-12	4	0	-7	7

13 structures already listed, sorted by heavy-atom count, smallest number first.
SMILES	tim23-1 inh	697 NFkB inh	CHOP UPR activ	tim10-1 inh	Jurkat NFkB inh	XBP1 UPR activ	TIM10 inh	Mdm2-MdmX inh
CC1(C)Cc2c(sc3c2C2=NCCN2C=N3)CS1	-9	23	0.5	-3	-7	-3	2	12
Cc1cc(C)nc(NC(=S)Nc2cccc(F)c2)c1	25	-38	1.2	40*	-35	-2	-7	-20
CC(C)CC(=O)N/N=C/c1c(N)n(C)c(=O)n(C)c1=O	-9	10	-0.4	15	-7	0	-6	19
Cc1nn(-c2ccccc2)c(Oc2ccccc2)c1C=O	41	1	1.6	34	-6	-2	17	36
O=C(NNC(=S)Nc1ccc(F)c(Cl)c1)c1ccccc1Br	22	-7	-0.5	22	-13	-1	27	-8
CCOC(=O)C(=NCC1CCCO1)NNc1cc(Cl)ccc1Cl (centres undefined)	29	-6	0.1	20	-8	-3	5	-19
CC1(C)CC(NC(=O)COc2ccc([N+](=O)[O-])cc2)CC(C)(C)N1	28	12	-0.8	6	15	-2	7	9
Cc1ccc(SCC(=O)Nc2ccc(N3CCOCC3)cc2)cc1C	11	31	-0.3	-12	4	0	-7	7
CCNc1nc(NC(C)C)nc(OCCOC(=O)Nc2ccccc2)n1	25	5	4.1	22	-14	2	21	4
O=C(CNS(=O)(=O)c1ccc2ccccc2c1)Nc1ccc(F)c(F)c1F	7	10	0.6	3	20	-4	2	-27
Cc1ccc(C)c(CN2CCC(CNC(=O)Nc3ccc(C)c(F)c3)CC2)c1	15	2	-0.7	31	5	1	6	43
Cc1cc(-c2csc(NC(=O)c3ccc(C#N)cc3)n2)c(C)n1Cc1ccco1	8	-6	0.9	20	7	-1	15	8
O=C(Nc1ccccc1N1CCN(C(=O)c2ccccc2)CC1)c1ccccc1Cl	8	-3	-1.3	8	-4	-4	2	4

Screens (PubChem BioAssay)
